Source: PubChem
POLH inh – inhibitors of human DNA polymerase eta. Q9Y253. recombinant Pol eta, fluorescent DNA replication assay. Potency, µM (titrated, usually from 114 µM), for the others: at the top dose activity change, negative = inhibition, hits mostly inhibitors. 390,000 tested, 1.2% active; further: potency means the concentration at half of the fitted maximal effect; on the % scale 0 is the no-effect control and ±100 the full control effect
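Pol eta (10 nM) was preincubated with compounds for 15 min at room temperature, after which fluorescent replication substrate (50 nM final) was added to start the reaction. Fluorescence was read kinetically at 0 and 10 min.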
Pol beta inh – DNA polymerase beta (human) inhibition | P06746 | Pol beta primer extension/strand displacement, fluorescence kinetic | Potency, µM (series often up to 114 µM), without a hit: top-dose activity change, negative = inhibition, hits mostly inhibitors | 340,000 tested, 1.3% active | AID 485314; further: potency means the concentration at half of the fitted maximal effect; on the % scale 0 is the no-effect control and ±100 the full control effect
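Curves were derived by four-parameter Hill fits of normalized qHTS data. The kinetic fluorescent primer-extension read was taken at 0 and 10 min after 50 nM substrate, following a 15 min room-temperature preincubation of 10 nM enzyme with compounds.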
APEX1 inh – APE1 (human) endonuclease inhibition; recombinant APE1, TAMRA/BHQ-2 abasic DNA cleavage fluorescence; Potency, µM (top dose mostly 65.8 µM), for the others: at the highest dose activity change, negative = inhibition, actives largely listed as inhibitors; 350,000 tested, 0.35% active; AID 2517;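 further: potency means the concentration at half of the fitted maximal effect; plate controls were vehicle for no effect and reference inhibitor for full effect; nearly all actives have a fitted effect of over 55% in size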
Target sequence (P27695 whole entry, looked up): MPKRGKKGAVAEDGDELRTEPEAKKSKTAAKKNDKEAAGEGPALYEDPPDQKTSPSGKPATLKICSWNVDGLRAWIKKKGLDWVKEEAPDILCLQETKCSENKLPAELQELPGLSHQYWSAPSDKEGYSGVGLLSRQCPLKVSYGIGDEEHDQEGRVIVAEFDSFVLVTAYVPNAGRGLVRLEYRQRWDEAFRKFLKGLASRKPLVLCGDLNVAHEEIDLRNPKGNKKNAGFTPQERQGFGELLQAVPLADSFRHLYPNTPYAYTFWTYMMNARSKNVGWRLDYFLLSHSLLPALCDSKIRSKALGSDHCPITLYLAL
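Readout is kinetic fluorescence (ex 525, em 598 nm) from cleavage of 50 nM TAMRA/BHQ-2 THF abasic duplex by 0.75 nM APE1, compound added 15 min beforehand at RT.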
Pol iota inh – blocks human DNA polymerase iota activity | Q9UNA4 | Pol iota fluorescent replication assay, 10 min | Potency, µM (series often up to 115 µM), for the others: at the highest dose activity, negative = inhibition, actives largely listed as inhibitors | 390,000 tested, 1% active; further: potency means the concentration at half of the fitted maximal effect
Target sequence (Q9UNA4 whole entry, looked up): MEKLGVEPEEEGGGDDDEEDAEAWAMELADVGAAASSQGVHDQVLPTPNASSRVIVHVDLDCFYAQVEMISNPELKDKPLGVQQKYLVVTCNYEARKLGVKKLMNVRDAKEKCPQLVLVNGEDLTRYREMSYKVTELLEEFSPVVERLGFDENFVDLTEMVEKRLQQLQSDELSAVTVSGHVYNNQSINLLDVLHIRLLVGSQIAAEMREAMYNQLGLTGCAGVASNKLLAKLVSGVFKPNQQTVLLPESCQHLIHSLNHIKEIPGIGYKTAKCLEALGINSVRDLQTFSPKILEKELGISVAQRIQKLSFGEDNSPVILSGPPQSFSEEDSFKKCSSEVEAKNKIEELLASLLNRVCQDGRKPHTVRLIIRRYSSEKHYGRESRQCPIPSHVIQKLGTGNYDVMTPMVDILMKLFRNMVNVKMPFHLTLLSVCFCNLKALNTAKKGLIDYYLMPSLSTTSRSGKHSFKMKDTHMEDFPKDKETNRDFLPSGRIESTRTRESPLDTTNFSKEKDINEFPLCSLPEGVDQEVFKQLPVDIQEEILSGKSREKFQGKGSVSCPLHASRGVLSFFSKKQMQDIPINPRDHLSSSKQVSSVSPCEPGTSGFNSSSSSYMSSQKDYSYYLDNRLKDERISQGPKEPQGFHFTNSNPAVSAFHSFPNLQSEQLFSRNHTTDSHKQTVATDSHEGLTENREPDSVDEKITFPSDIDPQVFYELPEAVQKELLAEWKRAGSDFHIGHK
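Fluorescent replication assay read twice, at 0 min and 10 min after adding 50 nM (final) substrate. Enzyme (10 nM) and compounds were first incubated 15 min at room temperature; enzyme-free buffer wells were negative controls.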
LDHA inh – inhibitors of human lactate dehydrogenase A; 480,000 tested, 0.15% active; activity change, % (values are at about 110 or 230 µM); purified LDHA, NADH/diaphorase-resazurin fluorescence; stronger effect = lower value; P00338; in the data active means activity change below about -30%; inconclusive means mostly about -25% to -30%;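 further: plate controls were DMSO wells for no effect and wells without enzyme for full effect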
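Remaining NADH was detected by diaphorase (0.133 mg/mL) converting 37 µM resazurin to fluorescent resorufin, read at 0 and 20 minutes. The preceding 5-minute room-temperature reaction used 2 nM LDHA, 0.2 mM sodium pyruvate and 0.06 mM NADH at pH 7.4.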
Apoferritin bind – binds horse apoferritin like a general anesthetic; apoferritin/1-aminoanthracene competitive binding, fluorescence; Potency, µM (top dose mostly 77.5 µM), for inactives: at the top dose activity change, negative = displacement, usual class: inhibitors; 350,000 tested, 0.074% active; AID 485281; further: potency means the concentration at half of the fitted maximal effect; on the % scale 0 is the no-effect control and ±100 the full control effect; nearly all actives have a fitted effect of over 20% in size
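Read-out: endpoint 1-AMA fluorescence, excitation 380 nm and emission 535 nm, after compounds sit 10 min at room temperature with 10 uM horse-spleen apoferritin in 50% saturated 1-AMA/PBS. Values come from four-parameter Hill fits.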
BLM helicase inh – blocks DNA unwinding by human BLM helicase; Potency, µM (top dose mostly 56.1 µM), without a hit: top-dose activity change, negative = inhibition, usual class: inhibitors; recombinant BLM DNA unwinding, fluorescence dequenching; 350,000 tested, 0.2% active;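 further: potency means the concentration at half of the fitted maximal effect; plate controls were vehicle for no effect and no enzyme for full effect; nearly all actives have a fitted effect of over 35% in size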
GRP78 ERSR act – inducers of ER stress response in human glioma cells; U87-MG GRP78 promoter luciferase reporter, 16 h; Potency, µM, without a hit: top-dose activation, most hits filed as activators; 420,000 tested, 0.02% active; AID 602332; further: potency means the concentration at half of the fitted maximal effect; series mostly up to about 76 µM; % of control where 0% means no effect; nearly all actives have a fitted effect of over 35% in size
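Stably transfected U87-MG human glioma cells carrying a GRP78-based luminescent sensor were seeded at 1000 cells/well, pin-dosed with compounds and incubated 16 h. Luciferase reagent was then added, and end-point luminescence was read after 10 min at room temperature.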
Pol kappa inh – inhibitors of human DNA polymerase kappa; Q9UBT6; purified Pol kappa, fluorescent DNA synthesis assay, 10 min; Potency, µM (top dose mostly 107 µM), inactives show top-dose activity, negative = inhibition, hits mostly inhibitors; 400,000 tested, 0.53% active; further: potency means the concentration at half of the fitted maximal effect; on the % scale 0 is the no-effect control and ±100 the full control effect
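Pol kappa 10 nM + cpd, 15 min RT; start w/ substrate 50 nM final; fluorescence kinetic read, 0 and 10 min. Neg ctrl: buffer, no enzyme.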
* = called active by the depositor; ? = inconclusive; nt = no result given; & = joins results of further samples; [ ] = another dose, or the depositor's remark. Unless noted, the call rests on the fitted dose curve; in most records, active means well fitted curve in the direction sought with a large enough effect; inconclusive means small, poorly fitted or top-dose-only effect, or another doubt; inactive means no such curve, though single readings can be large; an effect the other way counts as inactive or inconclusive. Some of the compounds tested; the hit share may differ from the screen's.

SMILES | POLH inh | Pol beta inh | APEX1 inh | Pol iota inh | LDHA inh | Apoferritin bind | BLM helicase inh | GRP78 ERSR act | Pol kappa inh
O=C(Nc1ccc(C(F)(F)F)cc1)C(Cc1ccccc1)n1cccc1 (centres undefined) | nt | ? | nt | -5.0% | 2.3 | -1.3% | -13.5% | -7.3% | -16.6%
Cc1ccc(C2C(C#N)=C(N)Oc3n[nH]c(-c4ccccc4)c32)o1 (centres undefined) | ? | 20.8% | 18.3% | -12.6% | 13.6 | -22.4% | -4.8% | 1.9% | -8.2%
O=C(Cn1cnc2ccccc21)N/N=C/c1ccccc1 | 1.1% | -18.0% | -5.3% | -3.0% | -5.3 | -15.1% | -3.7% | 6.3% | -6.7%
S=c1[nH]ncn1/N=C/c1ccccn1 | 7.4% | 15.3% | -4.6% | -4.7% | -5.5 | 1.5% | 2.3% | -1.8% | -21.3%
O=C(COC(=O)Cc1ccsc1)NCc1ccccc1 | -6.6% | 15.8% | 3.1% | 4.3% | -1.4 | 9.4% | -3.0% | -0.5% | -13.4%
COCCn1c(SCC(=O)Nc2cc(C)on2)nc2cc(Cl)ccc2c1=O | -0.8% | nt | 7.1% | 5.3% | 3.1 | nt | nt | 0.0% | 1.6%
Cc1nn(-c2ccccc2)c2[nH]c(=O)c(CNCCN3CCOCC3)cc12 | -7.8% | -14.2% | -3.2% | -3.1% | -6.2 | -3.0% | -1.3% | -3.7% | -16.8%
COc1ccccc1CNC(=O)CCCn1c(=O)c2ccccc2n(CC(=O)NC2CCCC2)c1=O | -11.6% | 10.5% | -0.9% | 2.1% | -5.4 | -8.6% | -1.3% | -2.0% | -14.3%
CCOc1ccc2oc(=O)cc(CN3CCN(c4ccc(OC)cc4)CC3)c2c1 | -6.0% | -0.5% | nt | 14.3% | 4.2 | -23.5% | -3.1% | 2.1% | -0.1%
Cc1ccc(S(=O)(=O)Cc2csc(N)n2)cc1 | -6.4% | 19.4% | 3.2% | -9.8% | -5.0 | -8.9% | 0.0% | -0.6% | -2.4%
O=C(CN1CCOCC1)Nc1ccccc1 | 1.6% | 8.1% | 2.2% | ? | -5.5 | -2.0% | 0.7% | -1.5% | -16.8%
N#CCC(=O)Nc1ccc(C(=O)OCC(=O)NCc2ccc3c(c2)OCO3)cc1 | -8.0% | nt | -9.8% | 15.1% | 1.6 | nt | nt | -3.4% | -4.9%
CC(=O)N1c2ccc(S(=O)(=O)N3CCCC(C(=O)Nc4cccc(Cl)c4)C3)cc2CC1C (centres undefined) | -16.0% | -8.1% | -13.4% | 15.5% | -3.4 | -3.2% | -8.3% | -2.2% | -17.6%
O=C(Cc1ccccc1)c1ccccc1C(=O)N1CCCCC1 | -9.4% | 0.5% | 33.5% | 70.4%[activator] | -2.2 | -0.9% | -2.3% | 0.1% | -9.7%
CC1CCC(NC(=O)CNC(=O)c2ccc3ccccc3c2)CC1 (centres undefined) | -6.3% | nt | 25.7% | -1.1% | -0.5 | nt | nt | 0.5% | 2.1%
O=C(CCCC(=O)OCC(Cl)=C(Cl)Cl)Nc1ccc(F)cc1 | -11.7% | -6.3%[57.1 µM] | -5.6% | 116.2%[activator] | -1.2 | ? | -2.9% | -4.7% | -4.0%
N#Cc1ccc(C(=O)OCC(=O)NC2CCCC2)cc1 | -3.1% | 43.9% | -3.2% | 2.2% | 1.0 | 3.5% | 0.2% | -0.8% | -11.7%
O=C1Nc2c(c(=O)[nH]c(=O)n2-c2ccccc2)C1(NS(=O)(=O)c1ccc(Cl)cc1)C(F)(F)F (centres undefined) | -15.9% | 5.9% | nt | ? | -0.3 | 4.1% | 1.9% | -2.4% | -11.5%
C/C(=N\NC(=O)c1ccc(C)cc1C)c1ccc2c(c1)Nc1ccccc1S2 | -4.0% | -9.7% | -2.9% | 7.9% | 1.3 | -9.7% | 0.7% | -2.3% | -2.4%
CCN(CC)C(=O)Cn1cnc2sc(C(=O)N3CCN(c4ccc(F)cc4)CC3)c(C)c2c1=O | -9.3% | -0.2% | 1.0% | 35.1%[activator] | -2.2 | -19.3% | -2.0% | -4.9% | -6.6%
Cc1ccc(N(CC(=O)NC(C)c2ccccc2)S(=O)(=O)c2c(C)noc2C)cc1 (centres undefined) | -7.7%&-8.8% | 6.7%&6.1% | 35.9% | 33.8%&15.1%[activator] | -4.9&-3.5 | 1.8%&0.2% | 0.3%&-1.5% | -3.8%&0.0% | 7.7%&-20.0%
COc1ccc(-c2nc(CSCC(=O)N3CCc4ccccc43)c(C)o2)cc1OC | 2.1% | -9.7% | -0.8% | 13.9% | 1.8&3.0 | -11.5% | -7.0% | -0.8% | -7.6%
O=C(C1CCCCC1)N1CCC(c2nc3c(nnn3Cc3c(F)cccc3Cl)c(=O)[nH]2)CC1 | -14.6% | 22.0% | 6.7% | 2.7% | -7.7 | -10.7% | -6.6% | -6.4% | -6.3%
CC1CC(C)CN(C(=O)C(C)N2CCN(S(=O)(=O)c3ccc(Br)s3)CC2)C1 (centres undefined) | -17.8% | nt | 2.8% | 45.3%[activator] | -3.5 | nt | nt | -1.3% | -3.7%
Cc1cc(OC(C)C(=O)N(Cc2ccco2)C2CCS(=O)(=O)C2)cc(C)c1Cl (centres undefined) | -13.8% | ? | 22.3% | 2.6% | -8.0 | -12.1% | -1.3% | -2.1% | -28.5%
CC(C)[C@H](NC(=O)c1ccco1)C(=O)OCC(=O)c1ccc(Br)s1 | -13.8% | nt | 21.3% | 80.6%[activator] | -9.3 | nt | nt | 0.2% | -8.6%
Cn1cc(C(=O)c2ccc(Cl)cc2Cl)cc1C(=O)O | -3.3% | ? | -4.6% | 21.7% | -2.2 | -10.3% | -3.2% | -2.4% | -1.5%
COc1cccc(Cn2cccc(NC(=O)Nc3ccccc3C)c2=O)c1 | -4.9% | -28.5% | 3.8% | 12.6µM* | 3.5 | ? | -10.1% | -1.7% | 3.5%
Cc1ccc(NC(=S)C2=C(O)c3ccccc3N(C)S2(=O)=O)cc1 | 7.8% | 11.7% | ? | -13.8% | -1.3 | -1.7% | 4.3% | 9.7% | -1.4%
COc1ccc(CCNC(=O)Cn2c(=O)n(-c3ccc(OC)c(OC)c3)c(=O)c3ccccc32)cc1OC | -1.1% | 22.6% | nt | ? | -11.8 | -1.1% | -8.1% | 3.4% | 79.4µM*
CC1CCCC(C)N1C(=O)CSc1nnc(-c2ccco2)n1C (centres undefined) | 1.4% | nt | 4.7% | -10.3% | 1.6 | nt | nt | -0.1% | -7.8%
COc1ccc(N2CC(C(=O)N[C@@H](C)C(=O)N[C@H](CO)c3ccccc3)CC2=O)cc1 (some centres undefined) | -9.7% | ? | 5.9% | -5.7% | -5.2 | -4.1% | 0.3% | -2.4% | 5.2%
COc1cc(/C=C(\C#N)c2nc3ccccc3n2C)cc(OC)c1O | -14.9% | 0.9% | -1.7% | 0.7% | 3.7 | -13.1% | -0.3% | 6.8% | -13.5%
O=C(CNS(=O)(=O)N1CCOCC1)N/N=C/c1cccnc1 | 1.2% | 6.8% | 27.0% | 5.3% | -6.9 | -9.5% | -1.3% | 0.8% | -4.9%
O=C(NCC(=O)N(CC1CCCO1)C(C(=O)NC1CCCCC1)c1ccc(F)cc1)c1ccco1 (centres undefined) | -4.9% | 9.1% | -0.9% | -1.9% | -6.4 | -19.2% | -3.6% | -2.7% | -2.2%
CN(Cc1ccccc1)c1nc2c(S(=O)(=O)c3ccccc3)nnn2c2ccsc12 | -8.5% | 1.3% | nt | 17.7% | 4.2 | -4.7% | -0.4% | -4.8% | -1.2%
CC(C)n1c(O)c(N=NC(=O)Cc2csc(N3CCOCC3)n2)c2ccccc21 | -17.1% | 3.0% | ? | 31.9%[activator] | -0.7 | ? | -0.7% | -6.9% | 3.3%
CC(NC(=O)COC(=O)Cc1cccs1)c1ccc(F)cc1 (centres undefined) | -7.0% | nt | nt | 15.1% | -8.1 | nt | nt | -1.4% | 0.3%
Cc1cs/c(=N\N=C\c2cccc([N+](=O)[O-])c2)n1Cc1ccco1 | -8.1% | 0.0% | 7.5% | 23.4% | 2.4 | 0.6% | -1.0% | -1.2% | -9.7%
O=C(CCN1C(=O)S/C(=C\c2ccc(F)cc2)C1=O)Nc1ccc(C(=O)O)c(O)c1 | -4.8% | 5.5% | 7.0% | ? | 1.8 | 0.2% | -2.3% | -2.1% | 10.3%
c1ccc(CCCN2CCOCC2)cc1 | -9.0% | ? | 8.9% | 14.5% | -10.8 | 2.5% | 0.5% | -0.4% | 8.6%
COc1ccc(-c2nc3sc(CCNC(=O)c4ccco4)c(C)n3n2)cc1 | -17.1% | 1.2% | nt | -0.1% | 3.8 | -5.8% | 1.6% | -2.2% | -3.7%[60.1 µM]
N#C[C@H]1[C@H](c2ccccc2)[C@](C#N)(C(=O)c2ccccc2)[C@@H]2C=Cc3ccccc3N21 | nt | -0.5% | -4.7% | nt | nt | ? | 5.1% | nt | nt
COCCN(CC(=O)NC1CCCCC1)C(=O)c1csnn1 | 3.0% | -2.8% | -3.2% | -18.6% | -2.8 | -5.2% | -2.3% | -1.1% | -7.8%

Record cards, from the list above. Values in the order: POLH inh, Pol beta inh, APEX1 inh, Pol iota inh, LDHA inh, Apoferritin bind, BLM helicase inh, GRP78 ERSR act, Pol kappa inh
Entry for COc1ccc(-c2nc3sc(CCNC(=O)c4ccco4)c(C)n3n2)cc1 → -17.1%, 1.2%, nt, -0.1%, 3.8, -5.8%, 1.6%, -2.2%, -3.7%[60.1 µM]
Entry for O=C(CCN1C(=O)S/C(=C\c2ccc(F)cc2)C1=O)Nc1ccc(C(=O)O)c(O)c1 → -4.8%, 5.5%, 7.0%, ?, 1.8, 0.2%, -2.3%, -2.1%, 10.3%
